# Screening results as filed in PubChem BioAssay.
# Runt-SMMHC FRET: inhibitors of RUNX1 Runt–CBFb-SMMHC binding, primary screen, biochemical, FRET, Cerulean-Runt, Venus-CBFb-SMMHC, uHTS; inhibition, % at 20 µM; actives 0.74% (n = 220,000); Cerulean-Runt/Venus-CBFb-SMMHC FRET ratio 530/480, 1 h; AID 1434, 2008; Runt-related transcription factor 1 (Homo sapiens) + Core-binding factor subunit beta …;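 active means mean inhibition across duplicate retests at 20 µM reaching about 50%, limit read from the data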;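 further: 0% = DMSO wells and 100% = wells with excess untagged CBFb-SMMHC; inhibitors lower the FRET ratio by blocking Runt binding to CBFb-SMMHC; some results filed as inactive read as strong as hits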
# EBV gp42 inh: Epstein-Barr virus gp42 inhibitors, primary screen, biochemical, uHTS, fluorescence polarization; AID 1085, 2008; actives 0.42% (n = 220,000); inhibition, % (tested at 21.74 µM); Fluorescence polarization binding assay, mP read-out; in the data active means inhibition above about 50%
# Tb hexokinase: Trypanosoma brucei hexokinase 1 inhibitors, primary screen, biochemical, G6PDH-coupled NADH absorbance, MLSCN library | hexokinase 1 [Trypanosoma brucei] | recombinant TbHK1, G6PDH-coupled NADH A340 | inhibition, % at 10 µM | actives 0.11% (n = 220,000) | AID 1430, 2008;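 active means inhibition of 50% or more in the single-dose primary screen; inactive means inhibition below 50%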
# m-calpain inh: inhibitors of pig calpain II, primary screen, biochemical, fluorogenic peptide substrate, 1536-well; inhibition, % at 16 µM; purified calpain II, 30 min; actives 0.37% (n = 220,000);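 active means inhibition above about 50%, limit read from the data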
# NCF1 inh: p47phox/p22phox peptide binding inhibitors, primary screen, biochemical, uHTS, NADPH oxidase regulatory subunit; fluorescence polarization, 2 h; inhibition, % at 24.7 µM; actives 0.53% (n = 220,000);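 active means inhibition above about 30%, limit read from the data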;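 further: 0% = p47phox with labelled peptide and 100% = labelled peptide alone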
# Runt-CBFb FRET: inhibitors of RUNX1 Runt–CBFb binding, primary screen, biochemical, FRET, Cerulean-Runt, Venus-CBFb, uHTS. Runt-related transcription factor 1 (Homo sapiens) + Core-binding factor subunit beta …. Cerulean-Runt/Venus-CBFb FRET ratio 530/480, 1 h. inhibition, % at 20 µM. actives 0.46% (n = 220,000);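 active means inhibition over about 50% at 20 µM in the single-dose screen, limit read from the data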;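 further: 0% = DMSO wells and 100% = excess unlabeled CBFb competitor control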
#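 System: Cerulean-labeled Runt domain protein | Quantity: 100 nM of each labeled protein | Schedule: 1 h compound exposure, room temperature | Detection: Fluorescence energy transfer, 422 nm excitation, 530/480 nm emission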
# p97 inhibitor: inhibitors of human p97 ATPase, primary screen, biochemical; Transitional endoplasmic reticulum ATPase (Homo sapiens), P55072; recombinant p97 ATPase, Kinase-Glo ATP luminescence, 3 h; inhibition, % at 8 µM; actives 0.42% (n = 220,000); AID 1481, 2009; in the data active means inhibition above about 15%;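 further: 0% = DMSO vehicle and 100% = wells lacking enzyme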
# Target sequence (P55072 whole entry, looked up): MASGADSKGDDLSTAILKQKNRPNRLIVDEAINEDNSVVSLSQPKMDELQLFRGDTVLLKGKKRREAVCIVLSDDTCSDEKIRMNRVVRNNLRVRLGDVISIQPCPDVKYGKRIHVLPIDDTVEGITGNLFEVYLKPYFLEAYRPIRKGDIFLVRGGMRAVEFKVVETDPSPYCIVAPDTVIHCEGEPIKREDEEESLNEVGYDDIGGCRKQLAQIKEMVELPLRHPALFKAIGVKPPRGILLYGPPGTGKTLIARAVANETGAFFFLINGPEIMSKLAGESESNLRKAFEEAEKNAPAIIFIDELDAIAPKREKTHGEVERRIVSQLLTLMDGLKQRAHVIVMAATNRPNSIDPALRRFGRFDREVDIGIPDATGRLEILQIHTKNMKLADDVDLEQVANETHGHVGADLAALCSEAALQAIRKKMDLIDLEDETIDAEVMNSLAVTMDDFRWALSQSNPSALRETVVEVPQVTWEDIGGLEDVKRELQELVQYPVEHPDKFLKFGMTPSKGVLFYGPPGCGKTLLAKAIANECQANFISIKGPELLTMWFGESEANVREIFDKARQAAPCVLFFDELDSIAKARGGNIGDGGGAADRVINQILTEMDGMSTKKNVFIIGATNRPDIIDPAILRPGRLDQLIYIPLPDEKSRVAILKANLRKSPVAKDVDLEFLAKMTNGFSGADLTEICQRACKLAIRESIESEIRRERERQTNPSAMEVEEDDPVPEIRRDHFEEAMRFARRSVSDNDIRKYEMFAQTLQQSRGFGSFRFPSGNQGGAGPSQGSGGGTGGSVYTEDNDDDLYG
# Furin inhibitor: human furin inhibitors, primary screen, biochemical, fluorescence intensity; purified furin, fluorogenic substrate cleavage; AID 463115, 2010; P09958; inhibition, % at 30 µM; actives 0.061% (n = 220,000); in the data active means inhibition above about 25%; further: inactives centre near -15
# RBBP9 inhibitor: human RBBP9 inhibitors, primary screen, biochemical, fluorescence polarization, FP-Rh probe, HTS; AID 1515, 2009; recombinant RBBP9; inhibition, % at 7.94 µM; Serine hydrolase RBBP9 (Homo sapiens), O75884; actives 0.2% (n = 220,000);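 active means inhibition above the campaign mean of all tested compounds plus 3 SD, cut at about 14% in these data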;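 further: plate controls were DMSO wells with RBBP9 for no effect and wells lacking RBBP9 protein for full effect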
# Target sequence (O75884 whole entry, looked up): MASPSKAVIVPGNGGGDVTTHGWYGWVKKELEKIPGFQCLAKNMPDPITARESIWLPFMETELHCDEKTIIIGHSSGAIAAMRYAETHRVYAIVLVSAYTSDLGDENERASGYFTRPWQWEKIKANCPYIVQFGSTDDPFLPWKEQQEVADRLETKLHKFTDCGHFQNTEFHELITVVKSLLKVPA
#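 Assay system: recombinant human RBBP9; Reagent: Serine-hydrolase probe FP-Rh, 375 nM pre-mixing; Doses: 7.94 µM single dose, 0.794% DMSO; Incubation: 30 min then 45 min, 25 °C; Detection: fluorescence polarization (mP), excitation 525 nm, emission 598 nm; Evaluation: percent inhibition from mP, scaled between DMSO and no-protein wells.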
# * = called active by the depositor; i = inactive; · = not tested or not shown; [ ] = another dose, or the depositor's remark.
SMILES,Runt-SMMHC FRET,EBV gp42 inh,Tb hexokinase,m-calpain inh,NCF1 inh,Runt-CBFb FRET,p97 inhibitor,Furin inhibitor,RBBP9 inhibitor
CCOC(=O)c1cc2c(=O)n3ccccc3nc2n(C(C)C)c1=NC(=O)c1ccncc1,170*,-22,-14,i,-10,92*,2,-20,2
Cc1cc(C)cc(NC(=O)Cn2nnc3ccccc3c2=O)c1,-3,-1,1,40,2,-3,1,-24,-6
COc1ccc(-c2noc(C)c2-c2ccc3ccccc3n2)c(O)c1,2,0,19,30,-9,0,-2,-9,-3
CCOc1ccc(OCC(=O)Nc2ccc(S(N)(=O)=O)cc2)cc1,0,0,5,5,4,0,-3,-14,-8
Cc1ccccc1-c1nsc(SCC(=O)c2ccc(Cl)cc2)n1,-5,-12,5,28,-12,-3,-4,-7,-7
O=C(Nc1cccc(Cl)c1)C1CCCN(S(=O)(=O)c2cnc[nH]2)C1 (stereo not drawn),-1,-9,-5,-18,-8,2,4,-29,-7
O=C(NNC(=O)C1CCCN(c2ncccn2)C1)c1ccncc1 (stereo not drawn),1,6,-3,-8,9,1,-4,-17,-7
CNC(=O)CN(C1CCCCC1)S(=O)(=O)c1ccc(F)cc1,0,-1,4,-6,-6,0,2,-7[20 µM],2
COCc1[nH]nc2c1C(c1ccc(OC)cc1)C(C#N)=C(N)O2 (stereo not drawn),3,-20,1,-15,-9,-2,7,-25[20 µM],-4
O=C1CC(c2ccccc2)CC(=NCCO)/C1=C(\O)CCCN1C(=O)c2ccccc2C1=O (stereo not drawn),1,-8,10,49,-1,0,-2,-14,-1
COC(=O)c1sc(NC(=O)c2ccc(OC)cc2OC)nc1C,·,·,-7,·,·,·,-4,-8[20 µM],-6
CCN(C(=O)COC(=O)c1cccnc1Nc1ccccc1F)C1CCS(=O)(=O)C1 (stereo not drawn),-3,7,-10,17,-7,-3,-17,-14,-7
O=C(NNC(=O)C1CC1)c1cc2cc3ccccc3nc2s1,-4,-9,-32,-42,-11,-1,2,2,-3
CC(C)C[C@H]1C(=O)N2CCC[C@H]2[C@]2(O)O[C@](NC(=O)[C@@H]3C=C4c5cccc6[nH]c(Br)c(c56)CC4N(C)C3)(C(C)C)C(=O)N12 (stereo partly drawn),6,16,-6,-62,-14,1,5,-16,0
O=C(NCCCN1CCC(Cc2ccccc2)CC1)C1CCN(S(=O)(=O)N2CCC3(CC2)OCCO3)CC1,2,7,5,-10,-3,-1,-2,-23,-3
CCOC(=O)C(Sc1nnc(-c2ccncc2)o1)C(C)=O (stereo not drawn),2,-7,-19,-15,0,-1,0,-1[20 µM],10
COc1ccc(S(=O)(=O)Nc2nc3ccccc3nc2NCC2CCCO2)cc1 (stereo not drawn),1,-8,-35,-74,-8,-1,6,-25,-8
O=C1NC(CCc2ccccc2)C(=O)N1Cc1ccccc1Cl (stereo not drawn),-1,-24,-1,25,-6,0,2,-7,-5
O=C(Nc1ccc(Cl)cc1)Nc1nnc(Cc2ccc([N+](=O)[O-])cc2)s1,-3,7,9,-9,-22,-3,5,-24,-4
O=C(Cc1ccc([N+](=O)[O-])cc1)NCc1ccccn1,-8,-7,4,21,-2,2,-3,-15,-9
O=C(O)c1ccc(CSc2n[nH]c(-c3ccco3)n2)cc1,8,-10,5,1,-15,19,6,4[20 µM],-1
COc1ccc(-c2cc3cc(C(=O)O)ccn3c2C(=O)c2ccccc2)cc1,-23,-8,-23,15,2,-10,4,-11,-9
COc1ccc(Br)cc1CNC(=O)CCNC(=O)Cn1ccc2ccccc2c1=O,1,-7,-6,0,1,1,3,-20,3
COc1ccc(NC(=O)CSc2nnc(Cn3nnc4ccccc43)n2C)cc1,4,-21,36,-25,10,0,4,-15[20 µM],4

# An excerpt from above in order of number of heavy atoms, lowest first.
SMILES,Runt-SMMHC FRET,EBV gp42 inh,Tb hexokinase,m-calpain inh,NCF1 inh,Runt-CBFb FRET,p97 inhibitor,Furin inhibitor,RBBP9 inhibitor
COC(=O)c1sc(NC(=O)c2ccc(OC)cc2OC)nc1C,·,·,-7,·,·,·,-4,-8[20 µM],-6
O=C(NNC(=O)C1CCCN(c2ncccn2)C1)c1ccncc1 (stereo not drawn),1,6,-3,-8,9,1,-4,-17,-7
COc1ccc(-c2cc3cc(C(=O)O)ccn3c2C(=O)c2ccccc2)cc1,-23,-8,-23,15,2,-10,4,-11,-9
CCOC(=O)c1cc2c(=O)n3ccccc3nc2n(C(C)C)c1=NC(=O)c1ccncc1,170*,-22,-14,i,-10,92*,2,-20,2
O=C(NCCCN1CCC(Cc2ccccc2)CC1)C1CCN(S(=O)(=O)N2CCC3(CC2)OCCO3)CC1,2,7,5,-10,-3,-1,-2,-23,-3
CC(C)C[C@H]1C(=O)N2CCC[C@H]2[C@]2(O)O[C@](NC(=O)[C@@H]3C=C4c5cccc6[nH]c(Br)c(c56)CC4N(C)C3)(C(C)C)C(=O)N12 (stereo partly drawn),6,16,-6,-62,-14,1,5,-16,0

# Other records.
SMILES,Runt-SMMHC FRET,EBV gp42 inh,Tb hexokinase,m-calpain inh,NCF1 inh,Runt-CBFb FRET,p97 inhibitor,Furin inhibitor,RBBP9 inhibitor
Cn1c(N2CCCC2)nc2c1c(=O)n(Cc1ccc(Cl)cc1)c(=O)n2C,6,0,0,-24,-3,-3,3,-13,0
Cc1ccc(C)c(-c2[nH]ncc2CN2CCCC(CO)(Cc3ccccc3C)C2)c1 (stereo not drawn),-4,-7,14,-11,-4,0,0,-6,-1
NC(=O)COc1ccc(-c2noc(COc3ccccc3[N+](=O)[O-])n2)cc1,0,-9,0,-8,-9,1,2,-28,-4
COc1ccc(C(=O)OCCN2CCOCC2)cc1OC,2,8,-5,3,-1,-1,2,-25,2
CCc1ccccc1NC(=O)c1ccc(NS(C)(=O)=O)cc1,1,-10,-1,-6,-8,2,1,-26,-3
CCOC(=O)C1=C(N)n2c(s/c(=C\c3cccnc3)c2=O)=C(C(=O)OC)C1c1cccnc1 (stereo not drawn),·,·,2,·,·,·,0,-7[20 µM],2
COC(=O)N/N=C/c1cn(Cc2ccccc2Cl)c2ccccc12,-1,12,32,-16,-7,1,3,-15,-3
Cc1cc2c(c(N)n1)c(=O)oc1ccccc12,-3,-10,-11,-235,-18,-2,-2,-20,-7
O=C(NCc1cccnc1)C(=O)N/N=C/c1ccc([N+](=O)[O-])cc1,-4,-1,-25,30,1,2,-1,1,-10
Cc1c(NC(=S)NC(=O)c2ccco2)c(=O)n(-c2ccccc2)n1C,1,1,15,-2,-14,-1,4,3,-8
CCOC(=O)C1CCN(C(=O)c2sc3nc(C)nc(N4CCC(C)CC4)c3c2C)CC1,-3,-13,-3,10,2,-4,-5,-8[20 µM],-5
CCOC(=O)c1[nH]cnc1C(=O)Nc1cccc(N)n1,-1,-11,·,19,2,1,·,·,·
O=C(/C=C/Nc1ccc(F)cc1Br)c1ccccc1,-12,-21,-4,-5,-3,-3,1,-10,0
O=C(Cc1cccs1)N1CCC(c2nc3c(nnn3Cc3ccccc3Cl)c(=O)[nH]2)CC1,1,-7,3,-6,-10,-4,-1,-23,-5
O=C(NN1C(=O)C2C3C=CC(C3)C2C1=O)c1cccc(Cl)c1 (stereo not drawn),-4,-18,-5,-4,2,2,4,-23,-4
CN(C)S(=O)(=O)c1cc(NC(=O)CN2CCCc3ccccc32)ccc1Cl,-5,6,2,-2,-7,-1,7,2,-7
Cn1cc(C(=O)C(=O)N2CCN(c3ccccc3)CC2)c2ccccc21,0,-2,-15,23,-20,-2,3,1,-2
O=C1Nc2ccccc2C(O)(C(=O)NCc2ccc3c(c2)OCO3)N1c1ccccc1 (stereo not drawn),-6,-24,1,8,-17,2,7,-7,-3
CCCS(=O)(=O)NCCc1cc2c(OC)ccc(OC)c2[nH]c1=O,2,-8,-1,-31,8,-3,3,-22,-8
CC1CCN(S(=O)(=O)c2ccc3c(c2)c(=O)c(C(=O)NCc2ccccc2Cl)cn3C)CC1,0,5,2,-20,-11,-3,2,-4,-2
Cc1ccc(CNC(=O)CCNS(=O)(=O)c2cccs2)cc1,1,-22,3,5,-15,-1,6,-14,2
CN(CC(=O)NCc1ccco1)S(=O)(=O)c1ccc2c(c1)c(=O)n(C)c(=O)n2C,-2,0,-3,9,4,0,-4,-2,-3
Cc1cc(/C=N\NC(=O)COc2cccc3cccnc23)c(C)n1-c1ccc(Br)cc1,-5,-36,-5,-102,-26,-2,1,-12,-3
C/C(=N\NC(=O)c1ccccc1O)C1C(=O)c2ccccc2C1=O,-3,-18,-12,-10,-30,-2,5,-10[20 µM],-3
O=C(NC1(C(F)(F)F)OCCO1)c1ccc(F)cc1,0,-18,8,-14,6,1,5,-30,-5
C=CCn1c(SCC(=O)N2CCc3ccccc3C2)nnc1-c1ccncc1,3,-1,6,5,1,3,1,-24,-4
COCCNC(=O)c1c[nH]n2c(=O)cc(C3CCN(C(=O)OC(C)(C)C)CC3)nc12,-1,-22,-14,-1,-12,2,4,-9,8
CCCCOc1ccc(C(C)NC(=O)C2CCCN(S(=O)(=O)CCC)C2)cc1 (stereo not drawn),0,-3,-4,-27,-7,-8,1,-25,-2
CCOC(=O)c1ccc(NC(=S)N2CCCC(C)C2)cc1 (stereo not drawn),-4,-3,-6,12,-15,-1,0,-15,-6
CCC(=O)Nc1ccccc1N1CCN(S(C)(=O)=O)CC1,-2,-3,1,-15,-7,0,4,-15[20 µM],-9
Cc1cccc(C(=O)NC(=S)Nc2ccc(Cc3ccncc3)cc2)c1,0,-7,5,9,-5,0,1,-20[20 µM],-8
Cc1cc(O)cc(O[C@H]2OC(CO)[C@H](O)[C@@H](O)[C@H]2O)c1 (stereo partly drawn),-2,-13,2,3,-4,-2,3,-16,5
COC(=O)C1C(=O)C(C(=O)/C=C/c2ccccc2)C(=O)CC1(C)C (stereo not drawn),1,0,-3,-21,6,0,6,-18,1
Cc1ccc2cc3c(N)c4c(C)ccc(C)c4nc3nc2c1,-26,148*,5,23,31*,-17,-5,-14,-6
COC(=O)CN(n1cnnc1)S(=O)(=O)c1ccccc1,1,-21,0,-2,-8,-1,5,-29,3
C=CCSc1nnc(CNC(=O)c2ccc(Cl)cc2)n1CC,-1,4,-2,-4,5,-3,-3,-11,-7
COCCCn1c(=NC(=O)c2ccccc2)c(C#N)cc2c(=O)n3cccc(C)c3nc21,88*,52*,-5,-323,1,24,9,-21,-2
Cc1ccc(NC(=S)NC2CCCC2)cc1C,-2,-1,1,2,0,1,1,-13,-5
C/C(=N/NC(=O)CNC(=O)c1ccccn1)c1ccc([N+](=O)[O-])cc1,-6,-14,-15,-5,-7,·,-2,-32,3
